Screening results as filed in PubChem.
miR-122 sensor: blocks miR-122 activity in Huh7 sensor cells | Huh7 miR-122 Renilla luciferase sensor, 48 h; neutral wells = 0, positive control = 100 | activation (reporter increase), % at 12.5 µM | 340,000 compounds, 0.3% hits;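 active = mean replicate activation score at least 90 and every replicate individually at or above 90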;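 also: higher luciferase means less miR-122 activity so hits act as miR-122 inhibitors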
esBAF inh: blocks esBAF chromatin remodeling in mouse ES cells. Bmi1-luciferase knock-in reporter, 24 h; 100% = twice the neutral-well signal. 350,000 compounds, 2% hits. reporter increase, % at 12.5 µM; in the data active = activation above about 40%;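 also: 0% = median of the plate's neutral control wells and 100% = double that signal; a rise in the Bmi1 reporter signal indicates esBAF inhibition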
SIRT5 inh: blocks human SIRT5 desuccinylation of peptide; Purified SirT5, succinyl-peptide AMC, trypsin-coupled fluorescence; inhibition, % at 15 µM; 330,000 compounds, 1.1% hits; in the data active = inhibition above about 15%
Target sequence (Q9NXA8 whole entry, looked up): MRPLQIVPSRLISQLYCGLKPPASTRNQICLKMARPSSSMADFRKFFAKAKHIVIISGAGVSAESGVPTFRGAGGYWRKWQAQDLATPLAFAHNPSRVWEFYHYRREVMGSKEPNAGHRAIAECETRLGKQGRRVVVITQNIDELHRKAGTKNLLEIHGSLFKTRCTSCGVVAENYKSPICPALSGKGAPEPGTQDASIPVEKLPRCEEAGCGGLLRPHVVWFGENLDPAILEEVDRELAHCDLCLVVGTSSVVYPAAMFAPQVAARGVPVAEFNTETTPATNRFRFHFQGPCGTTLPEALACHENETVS
Statin myotox sup: suppressors of simvastatin-induced myotoxicity in C2C12 myotubes; ATP luminescence, 48 h; scaled: DMSO 0, geranylgeraniol control 100; rescue of ATP level, % at 7.49 µM; 330,000 compounds, 0.78% hits;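 active = mean ATP rescue above about 67%, or every replicate alone reaching that limit, limit read from the data, passing the limit was not always enough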;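 also: myotubes were challenged with 10 µM simvastatin during compound exposure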
Cneo AK release: causes C. neoformans cell lysis; adenylate kinase release luminescence, 4 h; normalised: neutral wells 0, clomiphene wells 100; lysis activity, % at 15 µM; 360,000 compounds, 0.2% hits; AID 651654;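 active = mean lysis activity across replicates of at least 80%, whatever share of replicates individually reach that level; inactive = mean lysis activity below 80%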
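Material – Cryptococcus neoformans yeast cells · Quantity – 5 × 10^6 yeast cells/mL · Buffer or medium – YPD medium · Compound – single dose · Timing – 4 h static compound exposure, 37 °C, read 1 h post-reagent · Signal – adenylate kinase release luminescence · Read-out basis – lysis from increased AK signal · Benchmarks – Clomiphene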
ERp5 inh: inhibitors of human ERp5 | 350,000 compounds, 0.05% hits | ERp5 insulin aggregation, absorbance 650 nm, 90 min | inhibition, % at 9.99 µM | AID 651711 | Q15084;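 active = mean replicate inhibition above about 25%, with every replicate also reaching it, limit read from the data, passing the limit was not always enough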
Target sequence (Q15084 whole entry, looked up): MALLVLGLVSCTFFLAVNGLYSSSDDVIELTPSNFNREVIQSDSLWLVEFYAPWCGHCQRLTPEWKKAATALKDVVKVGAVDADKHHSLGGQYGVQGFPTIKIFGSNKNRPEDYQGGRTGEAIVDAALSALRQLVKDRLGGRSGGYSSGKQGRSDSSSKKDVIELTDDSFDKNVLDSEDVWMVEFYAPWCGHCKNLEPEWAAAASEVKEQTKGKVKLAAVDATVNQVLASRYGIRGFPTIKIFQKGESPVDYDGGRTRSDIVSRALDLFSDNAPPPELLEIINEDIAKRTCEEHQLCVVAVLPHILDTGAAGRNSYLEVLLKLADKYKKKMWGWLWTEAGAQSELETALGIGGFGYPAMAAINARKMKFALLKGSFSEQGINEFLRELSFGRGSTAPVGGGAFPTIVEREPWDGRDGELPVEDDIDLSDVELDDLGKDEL
ARNT-TACC3 inh: disrupts binding between human ARNT and TACC3 | Q9Y6A5 | AlphaScreen His-ARNT PAS-B/GST-TACC3 binding, luminescence; TACC3 fragment carries E629A point mutation | inhibition, % at 9.99 µM | 390,000 compounds, 0.66% hits;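 active = mean inhibition of replicates at least 50% and at least half of replicates each reaching 50%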;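 also: 0% = complete ARNT plus TACC3 wells and 100% = ARNT alone without TACC3; many hits fall short of the cut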
Starred values were filed as active, the others as inactive; nt = no result given; [ ] = another dose, or the depositor's remark.

Results follow in this order: SIRT5 inh	ERp5 inh	ARNT-TACC3 inh	esBAF inh	miR-122 sensor	Cneo AK release	Statin myotox sup
O=C1CN(Cc2cc(=O)oc3cc4c(cc23)CCC4)CCN1
  -7.2	-0.4	-8.3	3.3	2.9	-1.3	-4.5
O=C(CCl)NC1(C(F)(F)F)C(=O)Nc2c1c(=O)[nH]c(=O)n2-c1ccccc1 (configuration not stated)
  1.8	-2.2	0.6	nt	-3.4	0.7	nt
C=CC[C@@H](CC(=O)N[C@@H](CO)Cc1ccccc1)C(=O)NCCOC(=O)[C@@H](CC=C)CC(=O)OC(C)(C)C
  0.1	0.9	-6.7	1.2	nt	2.1	-16.3
COc1ccc(S(=O)(=O)Cc2ccc(C(=O)N3CCN(C4CCCCC4)CC3)o2)cc1
  nt	nt	-5.5	-4.3	7.2	1.4	-6.8
Cc1nc2nc3c(cn2n1)C(=O)CCC3
  nt	nt	1.5	0.0	-2.1	-1.7	37.7
C=CCNC(NC(=O)c1ccccc1)(C(=O)OCC)C(F)(F)F (configuration not stated)
  nt	nt	1.1	-9.6	-5.4	0.6	5.3
COc1ccc2c(c1)CCC1(C)CC(=O)C=C21 (configuration not stated)
  -4.0	-5.0	nt	-11.8	nt	2.6	-2.1
O=C(CSc1ncnc2ccccc12)c1cccs1
  2.1	3.3	-1.4	nt	nt	nt	nt
C[C@H](CO)N1C[C@H](C)[C@H](CN(C)S(=O)(=O)c2cccc(F)c2)OCc2cn(nn2)CCCC1=O
  nt	nt	nt	5.5	-0.3[16.7 µM]	nt	4.4
COc1ccc(C(=O)Nc2c(F)c(F)c(F)c(F)c2F)c(OC)c1
  nt	nt	-2.8	7.1	4.5	1.3	-40.4
COCC(=O)N(C)C[C@H]1N[C@@](Cc2ccccc2)(C(=O)OC)[C@H]2C(=O)N(C)C(=O)[C@@H]12
  -2.7	-2.4	-4.0	0.4	nt	-2.0	6.9
O=S(=O)(Nc1ccc(O)c(NS(=O)(=O)c2ccccc2)c1)c1ccccc1
  1.1	-3.0	-6.6	5.6	10.0	0.0	4.6
O=C(O)c1ccc(N/N=C/c2cn(-c3ccccc3)nc2-c2cccs2)cc1
  6.7	0.9	6.0	nt	nt	nt	nt
O=C(C[C@@H]1CC[C@@H]2[C@H](COC[C@H](O)CN2S(=O)(=O)c2ccccc2)O1)NCC1CCCCC1
  3.0	3.4	4.8	1.3	-4.0[16.7 µM]	-2.3	10.8
Cc1c(NC(=O)c2ccc(=O)oc2)c(=O)n(-c2ccccc2)n1C
  nt	nt	0.8	-3.7	nt	-3.0	-2.0
Cc1cccc(N2CCN(Cc3ccc(Br)o3)CC2)c1C
  3.5	0.9	-14.7	17.2	nt	4.5	-7.2
COc1ccccc1NC(=O)Cn1c(=O)n(CCc2c[nH]c3ccccc23)c(=O)c2cccnc21
  -1.6	1.2	1.4	10.8	3.4	0.2	-7.0
Cc1[nH]nc2c1C(c1ccc(N(C)C)cc1)C1=C(CC(C)(C)CC1=O)N2 (configuration not stated)
  -1.5	-4.2	-0.2	30.7	-4.7	0.4	-7.1
CCOC(=O)N1CCN(C(=O)Nc2ccc3nccnc3c2)CC1
  nt	nt	1.3	3.3	-3.7	-1.4	1.7
CO[C@H]1CN(C)C(=O)c2ccc(NS(=O)(=O)c3ccc(C)cc3)cc2OC[C@@H](C)N(C)C[C@@H]1C
  -0.4	-0.5	-7.5	-3.6	0.6[16.7 µM]	8.8	-13.7
COc1ccc(S(=O)(=O)Nc2ccc3c(c2)CC(=O)N([C@H](C)CO)C[C@H](C)[C@@H](CN(C)S(=O)(=O)c2cccs2)O3)cc1
  11.5	-3.5	-1.6	2.7	-7.3[16.7 µM]	-1.7	30.3
O=C(Cn1cnc([N+](=O)[O-])c1)Nc1cc(Oc2ccc(Cl)cc2Cl)cc([N+](=O)[O-])c1
  nt	nt	-2.3	4.8	-1.9	8.3	15.4
Cn1c(=O)c2[nH]c(CCc3ccncc3)nc2n(C)c1=O
  -2.8	-1.5	-2.3	-4.4	7.6	9.0	-2.1
Cc1cc(CNC(=O)C2(C(F)(F)F)C/C(=C\Cc3ccccc3)CCCO2)nn1C (configuration not stated)
  -0.7	-3.6	nt	1.5	nt	-0.4	4.3
Cc1ccc(S(=O)(=O)CC(=O)Nc2cccc(C)n2)cc1
  5.5	1.8	-2.3	8.2	-0.5	-1.6	-2.3
COc1ccc(C(=O)N/N=C/c2ccc(OC)c(COc3ccc(F)cc3)c2)cc1
  -0.5	3.3	-4.6	-2.8	-1.6	-0.4	-4.5
COc1ccc(NC(=O)CCn2cc(C)c3ccccc32)cc1
  nt	nt	0.5	32.6	nt	0.6	16.2
CC(=O)Nc1ccc(S(=O)(=O)Nc2cccc(-c3nc4cc(C)ccc4o3)c2)cc1
  0.6	-2.3	1.7	15.2	39.5	0.1	3.7
O=C1NC(=O)c2cc3ccccc3cc21
  -11.7	-0.4	2.7	11.8	-0.6	-0.5	0.1
Clc1ccc(C(Cn2ccnc2)OCc2c(Cl)cccc2Cl)c(Cl)c1 (configuration not stated)
  -0.2	-3.0	5.1	-11.2	-1.9	-3.3	-19.1
COC(=O)c1sc2ccccc2c1-n1cccc1C(=O)C(=O)Nc1ccc(C)cc1
  nt	nt	11.1	-3.9	1.0	-0.2	10.1
COc1ccc(N2CC(NS(=O)(=O)c3cccnc3)CC2=O)cc1OC (configuration not stated)
  -0.7	-2.8	-11.3	-5.2	5.8	2.3	8.6
Cc1ccccc1OCC(=O)NNC(=O)Nc1ccccc1
  3.0	1.4	-9.6	nt	nt	nt	nt
COc1ccc2c(c1OC)C(=O)OC2Nc1nc(-c2cccc([N+](=O)[O-])c2)cs1 (configuration not stated)
  1.8	2.8	-1.7	nt	0.8	1.1	nt
CC(C)CNC(=S)N1CCN(C)CC1
  nt	nt	-4.6	6.5	-3.7	-0.7	-6.5
C[C@@H]1CN([C@H](C)CO)C(=O)c2cccc(NC(=O)Nc3ccc(F)cc3)c2O[C@H]1CN(C)C(=O)Nc1ccccc1
  -4.5	-0.2	-7.5	-0.9	7.8[16.7 µM]	0.7	52.4
CC(=NNC(=S)Nc1ccccc1Cl)c1ccccn1
  -3.7	0.7	87.4*	nt	12.6	nt	nt
O=C(NC(=S)Nc1cccc(Cl)c1)c1cncc(Br)c1
  -2.9	0.6	nt	nt	-1.0	11.7	nt
COc1ccccc1N1CCN(C(=O)C(C)CS(=O)(=O)c2ccc3c(c2)NC(=O)CS3)CC1 (configuration not stated)
  -0.4	1.2	4.5	13.6	1.9	-2.4	11.0
CCOC(=O)Cc1csc(/C(=N/O)C(N)=O)n1
  nt	nt	30.6	-2.3	-6.4	0.8	15.6

Structures from the list above containing a nitro group on carbon:
Results follow in this order: SIRT5 inh	ERp5 inh	ARNT-TACC3 inh	esBAF inh	miR-122 sensor	Cneo AK release	Statin myotox sup
O=C(Cn1cnc([N+](=O)[O-])c1)Nc1cc(Oc2ccc(Cl)cc2Cl)cc([N+](=O)[O-])c1
  nt	nt	-2.3	4.8	-1.9	8.3	15.4
COc1ccc2c(c1OC)C(=O)OC2Nc1nc(-c2cccc([N+](=O)[O-])c2)cs1 (configuration not stated)
  1.8	2.8	-1.7	nt	0.8	1.1	nt

Continuation:
Results follow in this order: SIRT5 inh	ERp5 inh	ARNT-TACC3 inh	esBAF inh	miR-122 sensor	Cneo AK release	Statin myotox sup
COc1ccc2nc(NC(=O)CC3Oc4ccccc4NC3=O)sc2c1 (configuration not stated)
  -3.0	3.4	4.6	5.7	5.1	-12.9	2.7
CCS(=O)(=O)NCCCc1ccccc1
  nt	nt	-0.4	nt	-4.5	4.1	nt
CC[C@]12c3[nH]c4ccc(Cl)cc4c3CCN1C(=O)[C@@H](CC(=O)NCCC1=CCCCC1)C[C@@H]2C(=O)N1CCN(C(=O)C2CC2)CC1
  17.8*	1.5	3.5	8.1	-1.2	0.7	-3.1
Cc1csc(NC(=O)c2ccc(C)o2)n1
  -4.1	3.1	-2.6	nt	nt	nt	nt
O=C(NC1CCCCC1)c1ccc(-c2cn[nH]c2)c2ccoc12
  -1.7	-3.7	nt	53.1*	-4.0	-1.2	-9.0
COc1cccc(NC(=O)N(C)C[C@H]2Oc3cc(C#Cc4ccncc4)ccc3S(=O)(=O)N([C@@H](C)CO)C[C@@H]2C)c1
  1.5	-0.9	0.7	-40.7	25.9[16.7 µM]	-7.4	nt
C[C@H](CO)N1C[C@H](C)[C@H](CN(C)C(=O)CN2CCOCC2)Oc2cc(/C=C/c3ccccc3)ccc2S1(=O)=O
  4.2	13.5	2.6	4.6	-20.8[16.7 µM]	0.8	5.0
C[C@H]1CN([C@@H](C)CO)C(=O)c2cc(-c3cncnc3)cnc2O[C@H]1CN(C)C(=O)c1cccc(F)c1
  2.4	-1.9	-4.4	-1.2	-3.1[16.7 µM]	4.0	14.6
CN1CCc2c(sc3nc(SCC(=O)N4CCCCC4)n(-c4ccccc4)c(=O)c23)C1
  -5.1	12.1	-5.9	4.9	6.2	2.0	10.1
O=C(Nc1ccc(Cl)cc1)Nc1nnc(-c2ccncc2)s1
  nt	nt	-10.0	nt	3.4	6.0	nt
COc1ccc(N=C2O/C(=C/c3sc(=S)n(CC4CCCO4)c3O)N=C2C#N)cc1 (configuration not stated)
  nt	-0.2	nt	nt	-6.1	-3.4	nt
C[C@@H](NC(=O)C[C@@H]1C=C[C@H](NC(=O)C2CC2)[C@@H](CO)O1)c1ccccc1
  -3.6	3.8	11.0	-2.8	nt	-0.8	-3.7
Cc1ccccc1-c1cnc2c(c1)C(=O)N([C@@H](C)CO)C[C@H](C)[C@H](CN(C)Cc1cccnc1)O2
  -1.5	7.7	-5.3	-2.1	-0.9[16.7 µM]	-7.0	-52.9
Cc1ccccc1-n1c(SCC(=O)c2c(N)n(C)c(=O)n(C)c2=O)nnc1-c1cccnc1
  -1.3	0.5	-2.2	nt	nt	nt	nt
CCc1ccc(CN(C)C(=O)c2cc(COc3cccc(C(F)(F)F)c3)on2)nc1
  -4.8	1.1	-6.2	nt	-1.5	0.6	nt
Cn1c2ccccc2c(=O)c2cc(C#CC3=CCCCC3)ccc21
  nt	2.0	-4.3	13.4	5.9	-2.1	-1.8
Oc1c(Cl)cc(Cl)cc1C1Nc2ccccc2-n2cccc21 (configuration not stated)
  -0.9	1.3	-2.7	-5.9	-2.6	0.1	-13.4
O=C(O)C1CCCN1S(=O)(=O)c1ccc(Br)cc1 (configuration not stated)
  0.1	-4.0	5.9	-6.9	-8.1	-4.3	-12.7
COc1ccc(CNc2ncnc3cc(Cl)ccc23)cc1
  0.1	0.0	-15.2	nt	nt	nt	nt
CCN1C(=O)/C(=C2/Sc3ccc(OC)cc3N2C)SC1=Nc1cccc(O)c1
  -3.5	-0.5	-1.4	6.0	nt	-0.3	-41.4
CCCCNC(=O)C1(C)CCN1C(=O)c1ccc(OC)c(C(F)(F)F)c1 (configuration not stated)
  -1.5	-1.5	nt	3.1	-0.6	-0.1	-2.7
CCCCNC(=O)Nc1ccc(Br)cn1
  nt	nt	-0.1	24.2	3.7	1.6	4.6
CCOc1ccc(C(=O)Nc2c3c(nn2-c2cccc(C)c2C)CS(=O)C3)cc1 (configuration not stated)
  nt	-0.9	-10.6	2.2	-2.5	0.8	16.4
